MLL CXXC-DNA inh = qHTS Fluorescence Polarization Assay for Inhibitors of MLL CXXC domain - DNA interaction. Histone-lysine N-methyltransferase 2A (Homo sapiens), Q03164. MLL-CXXC / FITC-HOXA9 DNA fluorescence polarization. Potency, µM (titrated, usually from 115 µM), for inactives: at the highest dose activity change, negative = inhibition, usual class: inhibitors. actives 0.037% (n = 290,000). AID 2662, 2010; active = well fitted inhibition curve with a large enough effect in the polarisation, with a control signal flat, not every such curve was filed as active; inconclusive = small, poorly fitted or top-dose-only effect, or effect the other way, or a change in a side signal; inactive = no such curve, though single readings can be large or run the other way; the % refers to the polarisation; also: potency is read from the fitted curve at half-maximal effect
Target sequence (Q03164 whole entry, looked up, the tested form may be a part): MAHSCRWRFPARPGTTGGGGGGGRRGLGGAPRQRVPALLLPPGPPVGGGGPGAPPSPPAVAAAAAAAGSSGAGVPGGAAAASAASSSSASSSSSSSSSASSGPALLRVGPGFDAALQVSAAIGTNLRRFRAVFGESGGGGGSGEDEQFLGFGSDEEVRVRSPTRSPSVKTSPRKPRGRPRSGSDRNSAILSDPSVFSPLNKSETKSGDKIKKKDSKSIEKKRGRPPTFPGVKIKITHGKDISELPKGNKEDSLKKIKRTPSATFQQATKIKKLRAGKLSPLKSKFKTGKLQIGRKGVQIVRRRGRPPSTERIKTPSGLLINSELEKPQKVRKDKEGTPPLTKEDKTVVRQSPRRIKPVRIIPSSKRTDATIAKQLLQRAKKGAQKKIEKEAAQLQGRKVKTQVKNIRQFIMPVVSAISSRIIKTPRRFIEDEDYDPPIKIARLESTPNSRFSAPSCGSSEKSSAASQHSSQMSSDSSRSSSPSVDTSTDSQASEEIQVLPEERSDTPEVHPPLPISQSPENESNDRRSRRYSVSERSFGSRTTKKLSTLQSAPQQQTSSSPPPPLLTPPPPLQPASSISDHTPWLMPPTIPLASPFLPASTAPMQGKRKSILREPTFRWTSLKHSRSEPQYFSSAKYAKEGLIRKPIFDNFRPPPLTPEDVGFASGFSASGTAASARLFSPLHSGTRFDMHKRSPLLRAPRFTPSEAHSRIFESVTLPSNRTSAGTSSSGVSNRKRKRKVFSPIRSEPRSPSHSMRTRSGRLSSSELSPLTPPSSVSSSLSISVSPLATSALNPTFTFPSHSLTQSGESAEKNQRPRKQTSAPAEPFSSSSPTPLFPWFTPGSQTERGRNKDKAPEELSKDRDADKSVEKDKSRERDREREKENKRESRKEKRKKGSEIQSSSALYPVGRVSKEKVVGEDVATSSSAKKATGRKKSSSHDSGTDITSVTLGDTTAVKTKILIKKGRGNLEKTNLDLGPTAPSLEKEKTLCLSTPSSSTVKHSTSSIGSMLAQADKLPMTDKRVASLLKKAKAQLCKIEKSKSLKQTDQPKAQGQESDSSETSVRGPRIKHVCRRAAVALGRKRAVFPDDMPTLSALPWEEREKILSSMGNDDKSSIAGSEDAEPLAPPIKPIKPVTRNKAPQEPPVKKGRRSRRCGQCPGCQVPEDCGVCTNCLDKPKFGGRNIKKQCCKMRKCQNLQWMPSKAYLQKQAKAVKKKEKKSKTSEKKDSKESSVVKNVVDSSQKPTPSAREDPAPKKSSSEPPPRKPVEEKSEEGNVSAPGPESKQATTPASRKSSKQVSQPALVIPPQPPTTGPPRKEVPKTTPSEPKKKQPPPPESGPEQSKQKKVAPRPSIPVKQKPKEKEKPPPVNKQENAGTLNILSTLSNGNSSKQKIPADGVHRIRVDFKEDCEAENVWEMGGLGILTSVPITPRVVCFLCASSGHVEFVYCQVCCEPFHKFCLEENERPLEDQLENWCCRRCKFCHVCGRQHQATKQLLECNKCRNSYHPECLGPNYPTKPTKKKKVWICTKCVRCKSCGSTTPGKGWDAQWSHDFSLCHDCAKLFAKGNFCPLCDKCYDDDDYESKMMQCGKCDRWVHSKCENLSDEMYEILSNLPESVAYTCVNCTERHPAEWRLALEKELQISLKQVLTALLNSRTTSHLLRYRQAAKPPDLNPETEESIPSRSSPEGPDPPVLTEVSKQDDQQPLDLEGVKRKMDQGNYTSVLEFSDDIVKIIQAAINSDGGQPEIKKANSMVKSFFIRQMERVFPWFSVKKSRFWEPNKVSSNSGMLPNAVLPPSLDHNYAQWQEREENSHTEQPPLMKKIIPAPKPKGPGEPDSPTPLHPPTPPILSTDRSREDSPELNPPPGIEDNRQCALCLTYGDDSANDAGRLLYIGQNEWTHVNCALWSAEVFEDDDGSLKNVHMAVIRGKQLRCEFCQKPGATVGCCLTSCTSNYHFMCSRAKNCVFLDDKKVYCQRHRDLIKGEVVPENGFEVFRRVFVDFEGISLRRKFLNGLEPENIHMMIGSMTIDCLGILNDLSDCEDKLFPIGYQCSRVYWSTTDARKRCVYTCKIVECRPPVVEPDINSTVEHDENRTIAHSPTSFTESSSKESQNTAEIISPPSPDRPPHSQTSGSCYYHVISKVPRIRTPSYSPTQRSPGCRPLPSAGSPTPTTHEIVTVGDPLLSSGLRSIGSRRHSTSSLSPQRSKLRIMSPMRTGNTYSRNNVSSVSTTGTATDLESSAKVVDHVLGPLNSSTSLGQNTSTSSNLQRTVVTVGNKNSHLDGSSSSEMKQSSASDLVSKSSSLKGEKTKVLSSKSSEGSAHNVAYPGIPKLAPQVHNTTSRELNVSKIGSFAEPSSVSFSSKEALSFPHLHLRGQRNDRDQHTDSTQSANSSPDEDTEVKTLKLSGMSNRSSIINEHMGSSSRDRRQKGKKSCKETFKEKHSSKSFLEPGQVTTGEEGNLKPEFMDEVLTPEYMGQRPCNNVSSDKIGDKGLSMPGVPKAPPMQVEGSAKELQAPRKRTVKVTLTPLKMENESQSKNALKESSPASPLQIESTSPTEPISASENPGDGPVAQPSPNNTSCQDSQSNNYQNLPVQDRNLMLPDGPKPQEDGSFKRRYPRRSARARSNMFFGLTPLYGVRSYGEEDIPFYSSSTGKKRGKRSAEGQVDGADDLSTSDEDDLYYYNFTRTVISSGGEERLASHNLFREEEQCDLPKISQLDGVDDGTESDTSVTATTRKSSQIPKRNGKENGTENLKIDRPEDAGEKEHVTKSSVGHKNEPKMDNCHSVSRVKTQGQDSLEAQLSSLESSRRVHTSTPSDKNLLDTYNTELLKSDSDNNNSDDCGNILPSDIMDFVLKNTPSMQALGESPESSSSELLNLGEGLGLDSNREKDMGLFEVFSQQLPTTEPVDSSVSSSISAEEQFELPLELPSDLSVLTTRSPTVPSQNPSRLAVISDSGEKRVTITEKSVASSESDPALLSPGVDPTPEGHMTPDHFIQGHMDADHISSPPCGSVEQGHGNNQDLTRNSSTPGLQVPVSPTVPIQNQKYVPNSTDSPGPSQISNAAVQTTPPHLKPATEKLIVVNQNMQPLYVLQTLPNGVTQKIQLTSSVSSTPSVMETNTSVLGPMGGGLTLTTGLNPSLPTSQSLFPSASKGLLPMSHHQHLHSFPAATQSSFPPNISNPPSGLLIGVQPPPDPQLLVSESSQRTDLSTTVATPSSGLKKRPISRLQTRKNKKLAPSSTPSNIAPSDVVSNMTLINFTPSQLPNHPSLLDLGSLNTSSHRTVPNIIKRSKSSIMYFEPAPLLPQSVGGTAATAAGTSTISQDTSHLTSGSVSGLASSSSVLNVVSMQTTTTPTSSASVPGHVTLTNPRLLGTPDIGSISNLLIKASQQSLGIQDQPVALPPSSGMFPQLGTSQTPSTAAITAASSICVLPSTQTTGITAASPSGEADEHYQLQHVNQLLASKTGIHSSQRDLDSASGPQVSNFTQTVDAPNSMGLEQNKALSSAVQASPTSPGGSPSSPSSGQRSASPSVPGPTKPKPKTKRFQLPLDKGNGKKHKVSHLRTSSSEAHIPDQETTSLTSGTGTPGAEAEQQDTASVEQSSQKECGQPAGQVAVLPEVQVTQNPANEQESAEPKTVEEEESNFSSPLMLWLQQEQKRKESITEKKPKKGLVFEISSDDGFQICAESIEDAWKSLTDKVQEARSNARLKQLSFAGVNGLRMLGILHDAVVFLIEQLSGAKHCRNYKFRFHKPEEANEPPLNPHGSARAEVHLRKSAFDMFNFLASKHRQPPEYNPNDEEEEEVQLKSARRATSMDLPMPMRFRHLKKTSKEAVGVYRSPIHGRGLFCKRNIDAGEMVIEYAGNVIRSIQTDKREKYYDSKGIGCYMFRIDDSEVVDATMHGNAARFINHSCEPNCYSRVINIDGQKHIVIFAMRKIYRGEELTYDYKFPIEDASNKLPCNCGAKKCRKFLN
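Purified MLL-CXXC (added from a 7 uM solution) was preincubated 5 min at ambient with pinned compounds in 50 mM Tris-HCl pH 7.5, 50 mM NaCl, 1 mM DTT, 0.05% BSA. Fluorescein-labeled HOX-A9 DNA (50 nM solution) followed, 30 min, then polarization read.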
Tb PFK block = qHTS Assay to Find Inhibitors of T. brucei phosphofructokinase; ATP-dependent 6-phosphofructokinase (Trypanosoma brucei brucei), O15648; T. brucei PFK, ADP-Glo luminescence; Potency, µM (doses to about 57.5 µM), for inactives: at the highest dose activity, negative = inhibition, usual class: inhibitors; actives 0.17% (n = 330,000); AID 485367, 2010;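 also: potency is read from the fitted curve at half-maximal effect; 0% = uninhibited 1x PFK enzyme wells and -100% = no-enzyme wells; nearly all actives have a fitted effect of over 60% in size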
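In TEA buffer at pH 8.0 with 5 mM MgCl2, enzyme (1.25 nM) converted F6P (0.5 mM) and ATP (0.1 mM) for 45 min at room temperature. ADP product was read by luciferase luminescence.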
BCR signal inh = qHTS Assay to Find Inhibitors of Chronic Active B-Cell Receptor Signaling; ABC-DLBCL IkBa-CBG/CBR reporter, luminescence ratio, 4 h; Potency, µM (doses to about 46.1 µM), for the others: top-dose ratio change, negative = lower green/red ratio, actives largely listed as inhibitors; actives 0.05% (n = 340,000); active = well fitted inhibition curve with a large enough effect in the signal ratio, with a control signal flat, not every such curve was filed as active; inconclusive = small, poorly fitted or top-dose-only effect, or effect the other way, or a change in a side signal; the % refers to the signal ratio;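 also: potency is read from the fitted curve at half-maximal effect; plate controls were basal doxycycline-induced cells for no effect and cells given 10 µM MG132 for full effect; MG132 reads +100%, hits lower the ratio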
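TMD8 human ABC-DLBCL cells with doxycycline-inducible IκBα–green luciferase fusion and unfused red luciferase, in 0.5% FBS medium; compounds up to 46 uM, 4 h at 37C. Green/red luminescence ratio, filter-overlap corrected, fitted to concentration-response curves.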
GALK inh = qHTS Assay for Inhibitors of Human Galactokinase (GALK); Purified GALK, Kinase-Glo residual ATP luminescence; Potency, µM (series often up to 57.5 µM), inactives show at the highest dose activity change, negative = inhibition, usual class: inhibitors; actives 0.007% (n = 270,000); AID 1868, 2009; also: potency is read from the fitted curve at half-maximal effect; % is scaled to controls: 0 for no effect and ±100 for the full control effect
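ATP-depletion format; final 35 uM ATP, 100 uM D-galactose, 5 nM enzyme; pH 8.0 HEPES/Mg2+ buffer; 60 min RT; luminescence read 10 min after detection reagent.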
KCNH2 WT inh = qHTS for Inhibitors of KCHN2 3.1: Wildtype qHTS; actives 0.37% (n = 340,000); activity change, % at 1.84 µM; Voltage-gated inwardly rectifying potassium channel KCNH2 (Homo sapiens), Q12809; U2OS, BacMam KCNH2, thallium flux FluxOr; stronger effect = lower value;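 active = maximum activity change below -70%; inconclusive = maximum activity change between -70% and -50%; inactive = maximum activity change above -50%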; also: % is scaled to controls: 0 for no effect and ±100 for the full control effect
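U2OS cells transduced with wild-type KCNH2 virus are loaded with FluxOr dye for 45 min, and thallium flux is measured in kinetic reads before and after stimulation buffer. Rate constants are normalized to DMSO controls.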
Coupling enz = qHTS Assay for Inhibitors of Fructose-1,6-bisphosphate Aldolase from Giardia Lamblia: Coupling assay counterscreen; coupling enzyme system counterscreen, AmpLite Red fluorescence; actives 0.67% (n = 290,000); activity change, negative = inhibition, % at 58.2 µM, hits read low; in the data active = activity change below about -30%; also: % is scaled to controls: 0 for no effect and ±100 for the full control effect
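Compounds tested against the coupling enzymes alone at 57.5 uM final; readout was AmpLite Red fluorescence (525/598 nm) after 20 min at RT.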
Giardia kill = Small Molecules that selectively kill Giardia lamblia: qHTS. actives 0.15% (n = 340,000). Giardia lamblia trophozoite viability. activity change, % at 7.66 µM, hits read low. AID 540267, 2011; in the data active = activity change below about -80%; inconclusive = between about -30% and that limit;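 also: parasites exposed to compound for two days anaerobically before the ATP read; % is scaled to controls: 0 for no effect and ±100 for the full control effect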
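Compounds were tested on trophozoites seeded at 100 cells/well and held 48 hrs at 37 deg C anaerobically. An ATP-based luminescent kit measured the remaining live cells.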
TCR activator = Activators of T cell receptors: qHTS campaign | primary human leukocytes, anti-CD3, IL-2 HTRF, 48 h | Potency, µM (titrated, usually from 9.22 µM), for the others: at the highest dose activation of IL-2 secretion, actives largely listed as activators | 330,000 tested, under 10 active | AID 504894, 2011; also: % of control where 0% means no effect
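Compounds are tested in HTS on primary human leukocytes co-incubated with a-CD3 beads for 48 hr. IL-2 output is measured by time-resolved FRET.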
A-T KAP1 phos = qHTS Assay for Identifying a Potential Treatment of Ataxia-Telangiectasia | Potency, µM (titrated, usually from 57.5 µM), for inactives: top-dose activation, usual class: activators | […] A-T fibroblasts, KAP-1 phosphorylation AlphaLISA; neocarzinostatin DNA damage 30 min before lysis | actives 0.19% (n = 320,000); also: potency is read from the fitted curve at half-maximal effect; % of control where 0% means no effect; nearly all actives have a fitted effect of over 45% in size
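hTERT-immortalized A-T patient fibroblasts ([…]), 500 cells/well in OPTI-MEM, 1% FBS, got compounds for 60 min, then NCS for 30 min at 37C. Lysates were then assayed for phospho-KAP-1 by AlphaLISA (anti-pKAP1 donor, anti-KAP1 acceptor beads), 6 hr at 25C.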
TSHR antagonist = Antagonists of the Thyroid Stimulating Hormone Receptor: HTS campaign | activity change, negative = inhibition, % at 11.5 µM | actives 0.2% (n = 330,000) | AID 504810, 2011 | TSHR-expressing cells, TSH-stimulated cAMP HTRF, 2 h; stronger effect = lower value;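 active = activity change below a set negative limit, meaning inhibition stronger than a set level, cut at about -70% in these data; inconclusive = activity change between two set negative limits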; also: % is scaled to controls: 0 for no effect and ±100 for the full control effect
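Freshly harvested TSHR cells receive pin-tooled compound, then EC80 TSH at 4nM final. After 2 hours at 37 deg C, antibody in lysis buffer and cAMP-d2 are added; 30 minutes at ambient temperature precede the HTRF read.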
Active calls of the source: *; [ ] = remark or other dose. Unless noted, calls follow the shape of the dose curve; as a rule, active = well fitted curve in the direction sought with a large enough effect; inconclusive = small, poorly fitted or top-dose-only effect, or another doubt; inactive = no such curve, though single readings can be large; an effect the other way counts as inactive or inconclusive. Random draw from the library (roughly 1.6% active in at least one column).

Screening C=CCOc1ccc(/C=C/C(=O)OCC(=O)N(C)CC(=O)Nc2ccccc2Cl)cc1 returned Tb PFK block -3%, BCR signal inh inconclusive, KCNH2 WT inh 22, Giardia kill 15, TCR activator 3%, A-T KAP1 phos 10% and TSHR antagonist -4.
CCOc1ccc(CN2CCN(Cc3cc4ccccc4o3)CC2CCO)cc1 (stereo not given) was read as MLL CXXC-DNA inh -5%, Tb PFK block -3%, BCR signal inh inconclusive, GALK inh 4%, KCNH2 WT inh -48, Coupling enz 3, Giardia kill -5, TCR activator 6%, A-T KAP1 phos 2% and TSHR antagonist 7.
Screening CCN(CC)CCNS(=O)(=O)c1ccc(OC)c(Br)c1 returned MLL CXXC-DNA inh 32%[activator], Tb PFK block -1%, BCR signal inh 8%, GALK inh -3%, KCNH2 WT inh 1, Coupling enz 0, Giardia kill -10, TCR activator -4%, A-T KAP1 phos 0% and TSHR antagonist 3.
`CCC(=O)c1cn(CC(=O)Nc2cccc(OC)c2)c2ccccc12` gave MLL CXXC-DNA inh 4%, Tb PFK block 1%, BCR signal inh 3%, GALK inh 2%, KCNH2 WT inh 0, Coupling enz 1, Giardia kill 33[activator], TCR activator -3%, A-T KAP1 phos -3% and TSHR antagonist 6.
For CS(=O)(=O)Nc1cccc(C2=NN(S(C)(=O)=O)C(c3ccc4c(c3)OCO4)C2)c1 (stereo not given) the results were MLL CXXC-DNA inh -2%, Tb PFK block -2%, BCR signal inh 1%, GALK inh 2%, KCNH2 WT inh -3, Coupling enz 1, Giardia kill -25, TCR activator -6%[46.1 µM], A-T KAP1 phos 10% and TSHR antagonist -1.
`CCN1C(=O)/C(=C/C=C2/Sc3ccc4ccccc4c3N2CCO)SC1=S` gave MLL CXXC-DNA inh 57%[activator], Tb PFK block -5%, BCR signal inh 4%, GALK inh 6%, KCNH2 WT inh -16, Coupling enz -2, Giardia kill -4, TCR activator 0%[46.1 µM], A-T KAP1 phos -2% and TSHR antagonist 3.
For COc1ccc(NC(=O)c2c3c(nc4ccccc24)CCN(Cc2ccccc2)C3)c(OC)c1 the results were MLL CXXC-DNA inh -6%, Tb PFK block 2%, BCR signal inh 1%, GALK inh 9%, Coupling enz -4, Giardia kill -15, TCR activator 2%, A-T KAP1 phos 7% and TSHR antagonist -3.
C=CCn1c(SCC(=O)Nc2sccc2C#N)nc2sc(C)c(C)c2c1=O was read as MLL CXXC-DNA inh -4%, GALK inh 4%, KCNH2 WT inh -1, Coupling enz 3, Giardia kill 13 and TCR activator 5%.
`Cc1ccc(N=C2NC(=O)C(CO)(CO)S2)cc1` gave MLL CXXC-DNA inh -1%, Tb PFK block 4%, BCR signal inh 3%, GALK inh -1%, KCNH2 WT inh 5, Coupling enz 3, Giardia kill 6, A-T KAP1 phos 12% and TSHR antagonist 27.
For COc1cc([N+](=O)[O-])ccc1N=Nc1c(N)[nH]n(-c2ccccc2)c1=O the results were MLL CXXC-DNA inh 5%, Tb PFK block 0%, BCR signal inh 2%, GALK inh 4%, KCNH2 WT inh -6, Coupling enz -6, Giardia kill -13, TCR activator -4%, A-T KAP1 phos -1% and TSHR antagonist -4.
COc1cc(/C=C/C(=O)Nc2cccc(S(=O)(=O)N3CCOCC3)c2)ccc1OCC#N was read as Tb PFK block 5%, BCR signal inh -16%, KCNH2 WT inh 2, Giardia kill -23, TCR activator -6%, A-T KAP1 phos -1% and TSHR antagonist -21.
Screening O=C(/C=C\Nc1ccccn1)c1ccc(Cl)cc1 returned MLL CXXC-DNA inh 11%, Tb PFK block -2%, BCR signal inh inconclusive, GALK inh 1%, KCNH2 WT inh -8, Coupling enz 0, Giardia kill -24, TCR activator -2%, A-T KAP1 phos 0% and TSHR antagonist -10.
For O=[N+]([O-])c1ccc(Nc2ccc(F)cc2)nc1 the results were MLL CXXC-DNA inh 12%, Tb PFK block 0%, BCR signal inh inconclusive, KCNH2 WT inh 0, Coupling enz 0, Giardia kill 7, TCR activator -3%[46.1 µM] and TSHR antagonist -9.
For O=C(CN1CCN(c2ncc(C(F)(F)F)cc2Cl)CC1)Nc1ccc2c(c1)OCO2 the results were MLL CXXC-DNA inh 6%, Tb PFK block -11%, BCR signal inh 0%, GALK inh 0%, KCNH2 WT inh 1, Coupling enz -1, Giardia kill 13, TCR activator -1%, A-T KAP1 phos 0% and TSHR antagonist -6.
For CCN(CC)CCCNC(=O)N[C@@H](Cc1ccccc1)C(=O)O the results were MLL CXXC-DNA inh 1%, Tb PFK block -1%, BCR signal inh -1%, GALK inh 0%, KCNH2 WT inh -6, Coupling enz 1, Giardia kill -9, TCR activator 0%, A-T KAP1 phos -6% and TSHR antagonist 6.
For CC(=O)c1ccc(N(C(=O)CNC(=O)c2ccco2)C(C(=O)NCC2CCCO2)c2ccccc2)cc1 (stereo not given) the results were MLL CXXC-DNA inh -4%, Tb PFK block 5%, BCR signal inh 1%, GALK inh -2%, KCNH2 WT inh 18, Coupling enz 0, Giardia kill 2, TCR activator 2%, A-T KAP1 phos 9% and TSHR antagonist 10.
Screening Cc1ccc(C(=O)NC(C)c2nnc(SCC(=O)NC3CCCC3)n2C)cc1 (stereo not given) returned MLL CXXC-DNA inh -1%, Tb PFK block 1%, BCR signal inh -1%, GALK inh -1%, KCNH2 WT inh -11, Giardia kill -13, TCR activator -4%, A-T KAP1 phos -5% and TSHR antagonist 7.
`CCCc1cc(=O)[nH]c(SCC(=O)N2CCc3ccccc32)n1` gave Tb PFK block -7%, BCR signal inh 0%, KCNH2 WT inh 14, Giardia kill 18, TCR activator 6% and A-T KAP1 phos -5%.
`CC(Sc1ccccc1)C(=O)NNC(=O)c1csc(N2CCOCC2)n1` (stereo not given) gave Tb PFK block -8%, BCR signal inh -3%, KCNH2 WT inh 4, Giardia kill 5, TCR activator -9%, A-T KAP1 phos 0% and TSHR antagonist -5.
For COCCn1c(=NC(=O)C2COc3ccccc3O2)sc2cc(S(N)(=O)=O)ccc21 (stereo not given) the results were MLL CXXC-DNA inh 1%, Tb PFK block -1%, BCR signal inh inconclusive, GALK inh -3%, KCNH2 WT inh 17, Coupling enz 0, Giardia kill -1, TCR activator -20%[46.1 µM], A-T KAP1 phos 5% and TSHR antagonist -11.
`O=C(c1ccccc1-c1nc(-c2ccc(Cl)cc2)no1)N1CCCC1` gave MLL CXXC-DNA inh -3%, Tb PFK block 2%, BCR signal inh inconclusive, GALK inh 0%, KCNH2 WT inh 5, Coupling enz 1, Giardia kill 10, TCR activator 4%, A-T KAP1 phos -2% and TSHR antagonist -6.
COCCN(C(=O)CSc1nc(N)cc(=O)[nH]1)c1c(N)n(Cc2ccccc2)c(=O)[nH]c1=O was read as Tb PFK block -10%, BCR signal inh -3%, KCNH2 WT inh 4, Giardia kill 11, TCR activator 1%, A-T KAP1 phos -12% and TSHR antagonist -9.
Screening S=c1[nH]nc(-c2ccco2)n1-c1cccc2ccccc12 returned MLL CXXC-DNA inh -14%, Tb PFK block -15%, BCR signal inh -5%, GALK inh 1%, KCNH2 WT inh 5, Coupling enz -1, Giardia kill -12, TCR activator 0%, A-T KAP1 phos -12% and TSHR antagonist -5.
Screening C=CCn1c(COc2ccc(CC)cc2)nnc1SCC(=O)N(C)C1CCS(=O)(=O)C1 (stereo not given) returned MLL CXXC-DNA inh 1%, Tb PFK block -4%, BCR signal inh -1%, GALK inh 7%, KCNH2 WT inh -3, Coupling enz 4, Giardia kill -5, TCR activator 0%, A-T KAP1 phos 2% and TSHR antagonist -4.

2 records drawn at random from the list so far:
Screening S=c1[nH]nc(-c2ccco2)n1-c1cccc2ccccc12 returned MLL CXXC-DNA inh -14%, Tb PFK block -15%, BCR signal inh -5%, GALK inh 1%, KCNH2 WT inh 5, Coupling enz -1, Giardia kill -12, TCR activator 0%, A-T KAP1 phos -12% and TSHR antagonist -5.
Screening C=CCn1c(COc2ccc(CC)cc2)nnc1SCC(=O)N(C)C1CCS(=O)(=O)C1 (stereo not given) returned MLL CXXC-DNA inh 1%, Tb PFK block -4%, BCR signal inh -1%, GALK inh 7%, KCNH2 WT inh -3, Coupling enz 4, Giardia kill -5, TCR activator 0%, A-T KAP1 phos 2% and TSHR antagonist -4.

Screening results deposited in PubChem by National Center for Advancing Translational Sciences (NCATS).
